Compound activity (PubChem BioAssay)
HT1080 IDH1KD tx: qHTS for induction of synthetic lethality in tumor cells producing 2HG: qHTS for the HT-1080-IDH1KD cell line; HT-1080 IDH1 knockdown viability, ATP luminescence, 48 h; 360,000 tested, 2% active; Potency, µM (top dose mostly 46.1 µM), inactives show at the top dose activity, negative = toxicity, actives largely listed as cytotoxic;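 further: potency means the concentration at half of the fitted maximal effect; 0% = DMSO wells and -100% = cell-free medium wells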
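Luminescent ATP read-out (CellTiter-Glo, 10 min at room temperature) after 48 h compound exposure at 37 °C gave viability of IDH1-knockdown HT-1080 cells. Activity was normalised to DMSO and cell-free wells, then fitted as concentration-response curves.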
HT1080NT lethal: qHTS for induction of synthetic lethality in tumor cells producing 2HG: qHTS for the HT-1080-NT fibrosarcoma cell line; Potency, µM (titrated, usually from 46.1 µM), for inactives: at the highest dose activity, negative = less viability, most hits filed as cytotoxic; 360,000 tested, 1.6% active; AID 686970, 2013; HT-1080-NT fibrosarcoma viability, CellTiter-Glo ATP luminescence, 48 h;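 further: NT is the 2HG producing partner of a matched IDH1 knockdown line; potency means the concentration at half of the fitted maximal effect; 0% = DMSO-treated cells and -100% = media-only wells without cells; nearly all actives have a fitted effect of over 55% in size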
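Compounds were tested in concentration-response format on HT-1080-NT cells for 48 hours at 37 degrees C. Cell viability came from CellTiter-Glo luminescence; curves were classified by r2, response magnitude and activity.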
IL1B secr inh: qHTS for Inhibitors of Inflammasome Signaling: IL-1-beta AlphaLISA Primary Screen. THP-1 LPS/ATP IL-1B secretion, AlphaLISA, 16 h; stronger effect = lower value. activity change, % at 57.5 µM. 360,000 tested, 4.7% active; in the data active means activity change below about -50%; inconclusive means mostly about -30% to -49%; further: on the % scale 0 is the no-effect control and ±100 the full control effect
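Secreted IL-1B measured by AlphaLISA bead assay after 16 h compound exposure of THP-1 cells; compounds (final up to 57.5 uM) added 1 h before LPS (250 ng/mL) and ATP (1.25 mM) stimulation; lower signal means less secretion.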
D3 antag: qHTS of D3 Dopamine Receptor Antagonist: qHTS. D(3) dopamine receptor (Homo sapiens), P35462. D3R cells, DiscoveRx beta-arrestin luminescence, antagonist mode; stronger effect = lower value. max response, negative = inhibition, %. 360,000 tested, 2.5% active; in the data active means max response below about -50%; inconclusive means no clear call, values can overlap the other calls; further: on the % scale 0 is the no-effect control and ±100 the full control effect; mostly tested at two doses, the higher about 12 µM
Target sequence (P35462 whole entry, looked up): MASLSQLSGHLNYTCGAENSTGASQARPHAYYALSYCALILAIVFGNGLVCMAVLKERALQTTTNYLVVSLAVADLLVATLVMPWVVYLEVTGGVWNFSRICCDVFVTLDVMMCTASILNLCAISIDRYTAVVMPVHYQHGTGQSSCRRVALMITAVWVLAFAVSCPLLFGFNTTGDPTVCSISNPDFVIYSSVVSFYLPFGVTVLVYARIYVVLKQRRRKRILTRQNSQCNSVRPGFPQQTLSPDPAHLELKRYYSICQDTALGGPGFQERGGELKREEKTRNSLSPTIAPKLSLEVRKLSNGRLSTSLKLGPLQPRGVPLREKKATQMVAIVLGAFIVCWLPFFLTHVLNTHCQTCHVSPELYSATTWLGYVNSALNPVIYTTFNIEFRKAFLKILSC
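Cells expressing the human receptor were seeded at 1500 cells/well, incubated overnight at 37 degrees C in 5% CO2, then exposed to library compounds with dopamine controls for 90 minutes at 37 degrees C before luminescent detection.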
SW480 rereplic: A quantitative high throughput screen for small molecules that induce DNA re-replication in SW480 colon adenocarcinoma cells; SW480 DNA re-replication, Hoechst DNA content imaging, 48 h; Potency, µM (series often up to 46.1 µM), for the others: at the highest dose re-replication activation, most hits filed as activators; 340,000 tested, 1.8% active; AID 624297, 2012; further: potency means the concentration at half of the fitted maximal effect; % of control where 0% means no effect; nearly all actives have a fitted effect of over 55% in size
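First, 250 cells per well were seeded. Next, compound or vehicle (23 nL) was pinned in, plates sat 48 hr at 37 C. Finally Hoechst was added for 40 min before fluorescence scanning.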
GLP-1R agonist: qHTS of GLP-1 Receptor Agonists. HEK293 GLP-1R CRE-luciferase, luminescence, 4-6 h; cells express a hypersensitive GLP-1R form. 380,000 tested, 0.007% active. Potency, µM (series often up to 45.6 µM), for the others: at the top dose activation, most hits filed as activators. Glucagon-like peptide 1 receptor (Homo sapiens), P43220; further: potency means the concentration at half of the fitted maximal effect; % of control where 0% means no effect
Target sequence (P43220 whole entry, looked up): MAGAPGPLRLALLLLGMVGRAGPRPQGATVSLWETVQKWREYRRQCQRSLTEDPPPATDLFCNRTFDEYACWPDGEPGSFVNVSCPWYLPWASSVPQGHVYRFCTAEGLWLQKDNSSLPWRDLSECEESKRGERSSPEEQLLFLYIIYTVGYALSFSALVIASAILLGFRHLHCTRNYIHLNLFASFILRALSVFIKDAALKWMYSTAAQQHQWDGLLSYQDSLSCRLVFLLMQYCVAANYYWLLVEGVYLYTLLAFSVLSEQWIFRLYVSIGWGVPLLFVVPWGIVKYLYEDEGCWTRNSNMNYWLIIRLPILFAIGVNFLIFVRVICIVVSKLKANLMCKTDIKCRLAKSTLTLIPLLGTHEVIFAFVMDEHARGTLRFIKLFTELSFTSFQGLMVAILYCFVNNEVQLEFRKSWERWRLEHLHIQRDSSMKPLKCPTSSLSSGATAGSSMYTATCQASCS
KB-V1 cytotox: qHTS assay for MDR1-selective chemotherapeutics: Primary screen using the drug-selected MDR subline cells KB-V1; 400,000 tested, 3.4% active; Potency, µM (series often up to 46.1 µM), for the others: at the top dose activity change, negative = cytotoxicity, hits mostly cytotoxic; KB-V1 MDR cells viability, CellTiter-Glo, 72 h; further: potency means the concentration at half of the fitted maximal effect; on the % scale 0 is the no-effect control and ±100 the full control effect; nearly all actives have a fitted effect of over 60% in size
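KB-V1 cells (P-gp-expressing MDR subline of KB-3-1) in phenol-red-free DMEM with 10% FBS were exposed to library compounds over a concentration series for 72 h at 37 degrees C. Viability read by CellTiter-Glo luminescence; concentration-effect curves fitted after normalization.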
D3 ag: qHTS of D3 Dopamine Receptor Agonist: qHTS | D(3) dopamine receptor (Homo sapiens), P35462 | D3R DiscoveRx beta-arrestin cells, luminescence, 90 min | max activation, % | 410,000 tested, 0.58% active | AID 652048, 2013; in the data active means max activation above about 30%; further: 0% is about no effect; mostly tested at two doses, the higher about 12 µM
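Agonist-mode cell screen: cells plated at 1500/well and incubated overnight at 37 °C, then exposed to library compounds for 90 min at 37 °C. Detection reagent was added for 30–60 min at room temperature, and luminescence was read.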
KB-3-1 cytotox: qHTS assay for MDR1-selective chemotherapeutics: Primary screen using the parental adenocarcinoma cell KB-3-1; KB-3-1 viability, CellTiter-Glo ATP luminescence, 72 h; Potency, µM (titrated, usually from 46.1 µM), for the others: at the top dose activity change, negative = cytotoxic, most hits filed as cytotoxic; 400,000 tested, 1.4% active; further: potency means the concentration at half of the fitted maximal effect; on the % scale 0 is the no-effect control and ±100 the full control effect; nearly all actives have a fitted effect of over 60% in size
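Viability of parental KB-3-1 cells, measured by CellTiter-Glo luminescence, followed a 72 h incubation at 37 °C with pinned compounds in phenol-red-free DMEM containing 10% FBS.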
* marks the source's active call; other numbers are inactive results; ? = inconclusive; · = not tested or not shown; [ ] = remark or other dose. Unless noted, the call rests on the fitted dose curve; in most records, active means well fitted curve in the direction sought with a large enough effect; inconclusive means small, poorly fitted or top-dose-only effect, or another doubt; inactive means no such curve, though single readings can be large; an effect the other way counts as inactive or inconclusive.

SMILES | HT1080 IDH1KD tx | HT1080NT lethal | IL1B secr inh | D3 antag | SW480 rereplic | GLP-1R agonist | KB-V1 cytotox | D3 ag | KB-3-1 cytotox
CCOC(=O)c1ccc(N2C(=O)C3CC=CCC3C2=O)cc1 (stereo not given) | 8.7% | 1.6% | 8.9 | 5.6 | 0.7% | 20.2% | -7.0% | 4.3 | 9.9%
O=C(OCC(=O)N1CCN(C(=O)c2ccco2)CC1)c1cc(-c2ccc(Cl)c(Cl)c2Cl)nc2ccccc12 | ? | -26.1% | 33.0 | -9.5 | ? | 0.1% | 20.6µM* | -1.5 | ?
COc1cccc(N2CCN(C3CC(=O)N(c4ccc(Cl)cc4)C3=O)CC2)c1 (stereo not given) | -6.1% | -13.0% | 11.8 | 0.0 | -5.8% | -1.6% | 16.4% | 3.9 | 9.6%
CC(=NCCN1CCNCC1)C1=C(O)CC(C)(C)CC1=O | 15.8% | 0.3% | 0.0 | 13.5 | -27.1% | 0.3% | 2.4% | 0.8 | -7.2%
Cc1cccc(C)c1NC(=O)CN(C)C(=O)c1ccccc1SCC(=O)N1CCCC1 | -0.8% | 6.6% | 2.9 | 3.8 | -4.3% | 6.2% | 10.4% | 7.7 | 26.0%
Cn1c(=O)c2c(nc(CN3CCN(c4ccc(F)cc4)CC3)n2Cc2ccccc2F)n(C)c1=O | -0.6% | -7.5% | 1.6 | -6.4 | -10.0% | 7.7% | ? | -6.4 | -4.4%
CCOc1ccc(OCC)c(-c2c(=O)n(OCc3ccc(C(C)(C)C)cc3)c3ccccc3[n+]2[O-])c1 | -6.2% | 19.5% | -28.9 | 11.2 | ? | -5.2% | -7.4% | 51.8* | -20.2%
COc1ccc(C(C)C)cc1S(=O)(=O)Nc1ccccn1 | 17.3% | 4.1% | 6.1 | -10.1 | 7.0% | -4.8% | -18.1% | -6.0 | -0.6%
CCCCCNC(=O)N[C@H](C(=O)O)C(C)C | 12.7% | 8.2% | 12.3 | -5.5 | 22.4% | -8.2% | 0.5% | 2.9 | 0.3%
COc1ccc(NC(=O)CSc2nnc(NC(=O)C3CCC3)s2)cc1 | -12.2% | -10.1% | 11.8 | 12.0 | -9.2% | 5.9% | 2.5% | 5.1 | 13.5%
O=C(c1ccco1)N1CCN(C(c2ccccc2Cl)c2nnnn2Cc2cccs2)CC1 (stereo not given) | -28.0% | -12.6% | -2.9 | 13.1 | -7.7% | -0.5% | -19.6% | 3.2 | ?
CCCn1c2ccccc2c2cnn(CC(=O)NCCCOC)c(=O)c21 | -1.0% | 0.7% | 13.3 | 3.2 | -12.0% | 8.3% | -15.3% | 2.5 | 1.6%
Cc1cc(C)c(C)c(S(=O)(=O)NCCCn2ccnc2)c1C | ? | ? | 21.3 | 15.9 | -1.5% | 10.8% | 22.0% | 3.3 | 18.6%
C/C(=N/NC(=O)CN1CCN(S(=O)(=O)c2ccc(C)cc2)CC1)c1cccc(O)c1 | 22.3% | -0.6% | -8.0 | 1.0 | 12.4% | 3.3% | 12.4% | 6.2 | -9.1%
O=C(NCc1ccccc1F)C1CCCN1S(=O)(=O)c1ccc(Cl)cc1 (stereo not given) | 13.9% | 4.4% | 22.9 | -9.8 | -10.1% | -5.9% | 8.7% | -10.6 | 6.6%
CCS(=O)(=O)Nc1cc(OC)c(OC)cc1Cc1nccc2cc(OC)c(OC)cc12 | -1.3% | -7.3% | 37.2 | 4.0 | -4.9% | 29.3% | -27.0% | -4.6 | -1.8%
C=CCNc1cnn(-c2ccc(C)cc2)c(=O)c1Sc1ccc(C)cc1 | -27.5% | -23.4% | -13.2 | 3.8 | -55.5%[inhibitor] | 2.6% | -10.6% | -14.9 | 1.6%
Cc1ccc(NC(=O)CSc2nc3ccccc3nc2N2CCCC2)cc1 | -9.2% | -10.9% | -9.9 | 0.0 | 19.3% | 11.8% | ? | 3.4 | 18.4µM*
CCOc1ccc(NC(=O)c2c3c(nc4ccccc24)CCC3)cc1 | -1.2% | -5.9% | 32.5 | -15.7 | -0.4% | -1.2% | 4.0% | -4.6 | -0.7%
COC(=O)Cn1c(CN2CCOCC2)nc2c1c(=O)[nH]c(=O)n2C | -3.6% | -1.8% | -10.1 | -21.6 | -1.4% | -4.8% | -9.2% | -8.7 | -16.2%
CCOC(=O)CN1C(=O)C(O)(CC(=O)c2ccc3c(c2)CCCC3)c2ccccc21 (stereo not given) | -22.5% | -14.1% | -1.3 | 19.7 | 18.8% | 6.4% | -28.4% | -2.6 | ?
CCCCCOC(=O)CSc1nnc(-c2ccccc2)c(=O)[nH]1 | -3.4% | 7.6% | 21.7 | 13.4 | -5.0% | -8.3% | -5.8% | -3.6 | 8.8%
CC(=O)N[C@@H](Cc1c[nH]c2ccccc12)C(=O)OCc1cc(C(F)(F)F)cc(C(F)(F)F)c1 | ? | -27.3% | -3.2 | 8.7 | -4.6% | 20.1% | -1.7% | 1.8 | -0.1%
O=C(N/N=C\C1CC=CCC1)c1ccc(Br)o1 (stereo not given) | 6.4% | 4.1% | 0.0 | 0.1 | 2.4% | 0.6% | ? | -1.7 | 11.0%
Cn1ncc2c(Nc3ccccc3Cl)nc(Nc3ccccc3Cl)nc21 | ? | ? | 23.5 | 42.0 | 22.8% | ? | -23.5% | 23.8 | -9.4%

(more compounds)
SMILES | HT1080 IDH1KD tx | HT1080NT lethal | IL1B secr inh | D3 antag | SW480 rereplic | GLP-1R agonist | KB-V1 cytotox | D3 ag | KB-3-1 cytotox
O=C(Nc1ccccc1O)c1ccc2c(c1)C(=O)N(Cc1ccco1)C2=O | 3.6% | -12.4% | 37.5 | 17.8 | ? | 0.0% | 12.2% | 19.6 | -7.1%
COCCSc1ccccc1C(=O)N1CCC(Cc2ccccc2)CC1 | -11.3% | -9.8% | -53.8* | -12.1 | -4.3% | 0.5% | -16.8% | -4.0 | -12.7%
N#CC1CCN(C(=O)c2ccc3c(Cl)c4c(nc3c2)CCCC4)CC1 | 0.2% | 3.5% | -66.5* | 21.3 | -11.0% | 25.0% | ? | 7.2 | 2.0%
O=c1[nH]c2ccccc2nc1NCCN1CCOCC1 | 15.9% | 21.0% | 16.7 | 0.0 | -7.2% | 2.3% | ? | 4.3 | 14.7%
O=C(CSc1nnnn1C1CCCCC1)N1c2ccccc2Sc2ccccc21 | -7.0% | -0.4% | 0.0 | -23.0 | 21.8% | -8.1% | 0.0% | -6.0 | 0.0%
O=C(CCC(=O)Nc1nnc(C2CCCCC2)s1)Nc1ccccc1 | 13.4% | 16.8% | 13.0 | 0.1 | -20.2% | 4.1% | ? | 0.0 | -2.9%
CN1CCN(C(=O)c2ccc(CNS(=O)(=O)c3cccc(Cl)c3)cc2)CC1 | 4.0% | -0.7% | 8.5 | 5.3 | -0.5% | 3.6% | · | 5.0 | ·
NS(=O)(=O)c1ccc(NC(=O)C2Cc3ccccc3C(=O)O2)cc1 (stereo not given) | -5.9% | -5.9% | 3.8 | -5.6 | -14.7% | 9.6% | -3.4% | 9.4 | -7.5%
O=C(c1oc2ccccc2c1N1CCCCC1)N1CCCCC1 | -15.2% | -5.0% | -5.9 | 3.8 | 0.3% | -1.8% | 14.6µM* | 2.0 | -2.8%
O=C(O)C(c1ccccc1)N1C(=O)/C(=C\c2ccc(-c3ccc(Br)cc3)o2)SC1=S (stereo not given) | -1.5% | 2.3% | 4.9 | 26.3 | -2.7% | -6.3% | 5.8% | -3.5 | -0.5%
COc1ccc(CNC(=O)C(C)OC(=O)c2cccc(N(C)C)c2)cc1 (stereo not given) | -0.3% | -10.8% | -4.6 | 3.6 | ? | 7.2% | -21.6% | -5.8 | -2.7%
CCn1c(=O)c(CCC(=O)N2CCOCC2)c(C)c2c(C)nn(-c3ccccc3)c21 | -19.1% | -24.3% | ? | 13.1 | -13.0% | 9.6% | ? | 2.9 | ?
Cc1cc(Br)cn2c(Cc3ccsc3)c(-c3cccc(Br)c3)nc12 | 0.8% | 11.4% | 41.7 | 22.9 | · | 20.3% | ? | 5.3 | -17.1%
C=C(C)C(=O)OCC(=O)NCc1ccccc1 | -13.6% | 17.9% | -1.6 | 10.1 | -7.1% | -0.5% | 0.6% | -2.0 | 1.6%
COc1ccccc1CNC(=O)CN(C)S(=O)(=O)c1ccc2c(c1)n(C)c(=O)c(=O)n2C | 12.1% | -0.8% | 7.8 | 0.3 | -16.1% | 5.9% | ? | -1.7 | 13.2%
Cc1cccc(NC(=O)CS(=O)(=O)c2c[nH]c3ccccc23)c1C | -6.6% | -13.7% | 0.0 | 1.2 | 3.0% | -16.9% | 1.5% | 2.0 | 6.1%
CC1CN(CCCCOc2ccc(C(C)C)cc2)CC(C)O1 (stereo not given) | -11.4% | -0.3% | -0.8 | -63.3* | 3.7% | -0.5% | ? | -7.8 | -6.7%

3 structures already listed, ordered by molar mass, falling.
SMILES | HT1080 IDH1KD tx | HT1080NT lethal | IL1B secr inh | D3 antag | SW480 rereplic | GLP-1R agonist | KB-V1 cytotox | D3 ag | KB-3-1 cytotox
O=C(Nc1ccccc1O)c1ccc2c(c1)C(=O)N(Cc1ccco1)C2=O | 3.6% | -12.4% | 37.5 | 17.8 | ? | 0.0% | 12.2% | 19.6 | -7.1%
O=C(CCC(=O)Nc1nnc(C2CCCCC2)s1)Nc1ccccc1 | 13.4% | 16.8% | 13.0 | 0.1 | -20.2% | 4.1% | ? | 0.0 | -2.9%
NS(=O)(=O)c1ccc(NC(=O)C2Cc3ccccc3C(=O)O2)cc1 (stereo not given) | -5.9% | -5.9% | 3.8 | -5.6 | -14.7% | 9.6% | -3.4% | 9.4 | -7.5%
